Eya2 inh – blocks the phosphatase activity of human Eya2; O00167; recombinant Eya2, OMFP fluorescence dephosphorylation (OMFP is methylfluorescein phosphate); Potency, µM (doses to about 76.9 µM), without a hit: top-dose activity, negative = inhibition, usual class: inhibitors; 330,000 compounds, 0.006% hits; AID 488837; also: potency is read from the fitted curve at half-maximal effect; % is scaled to controls: 0 for no effect and ±100 for the full control effect
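Eya2 (0.2 uM) preincubated 10 min at ambient with compound, then OMFP substrate added at 50 uM; 10 min reaction in 50 mM HEPES pH 7.5, 50 mM NaCl, 5 uM MgCl2, 0.05% BSA, 1 mM DTT. Fluorescence read at Ex 485/Em 525 nm.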
USP2a block – blocks human ubiquitin-specific protease USP2a | O75604 | USP2 core, Ub-CHOP2 coupled fluorogenic reporter, 485/531 | Potency, µM (highest dose often 38.3 µM), for inactives: at the highest dose activity change, negative = inhibition, actives largely listed as inhibitors | 330,000 compounds, 0.01% hits | AID 463254;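 also: potency is read from the fitted curve at half-maximal effect; plate controls were DMSO wells for no effect and full inhibition by NEM control for full effect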
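Deubiquitinase activity read as fluorescence (485/531 nm) after Ub-CHOP2 cleavage activates the enterokinase reporter on its substrate; USP2 core 10nM, Ub-CHOP2 and substrate 25nM each, 30min compound preincubation then 60min RT; data normalized to NEM, curves fitted.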
B2AR arrestin – beta2AR (human) beta-arrestin recruitment activity; Potency, µM (top dose mostly 46.1 µM), inactives show at the top dose activation, actives largely listed as activators; 330,000 compounds, 0.02% hits; beta-arrestin recruitment to beta2AR, cell-based reporter; AID 492947;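 also: potency is read from the fitted curve at half-maximal effect; 0% = DMSO controls and full agonism = EC100 isoproterenol or metaproterenol; nearly all actives have a fitted effect of over 65% in size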
ELG1 genotoxic – inducers of genotoxicity in HEK293T ELG1-luciferase cells. HEK293T ELG1-luciferase reporter, luminescence, 16 h. Potency, µM (top dose mostly 46 µM), without a hit: top-dose activity change, positive = activation, most hits filed as activators. 330,000 compounds, 1.3% hits; also: potency is read from the fitted curve at half-maximal effect; % of control where 0% means no effect; nearly all actives have a fitted effect of over 60% in size
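Genotoxicity was scored as increased ELG1-luciferase reporter signal, measured by ONE-Glo luminescence (30 min, room temperature). Compound or vehicle exposure of the HEK293T reporter cells lasted 16 hr at 37°C.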
TRPV1 ag – human TRPV1 agonism | TRPV1-expressing cells, Fluo-8 calcium influx, agonist mode | activation, % at 8.33 µM | 320,000 compounds, 0.19% hits; in the data active = activation above about 80%; inconclusive = between about 30% and that limit; also: 0% is about no effect
Target sequence (Q8NER1 whole entry, looked up): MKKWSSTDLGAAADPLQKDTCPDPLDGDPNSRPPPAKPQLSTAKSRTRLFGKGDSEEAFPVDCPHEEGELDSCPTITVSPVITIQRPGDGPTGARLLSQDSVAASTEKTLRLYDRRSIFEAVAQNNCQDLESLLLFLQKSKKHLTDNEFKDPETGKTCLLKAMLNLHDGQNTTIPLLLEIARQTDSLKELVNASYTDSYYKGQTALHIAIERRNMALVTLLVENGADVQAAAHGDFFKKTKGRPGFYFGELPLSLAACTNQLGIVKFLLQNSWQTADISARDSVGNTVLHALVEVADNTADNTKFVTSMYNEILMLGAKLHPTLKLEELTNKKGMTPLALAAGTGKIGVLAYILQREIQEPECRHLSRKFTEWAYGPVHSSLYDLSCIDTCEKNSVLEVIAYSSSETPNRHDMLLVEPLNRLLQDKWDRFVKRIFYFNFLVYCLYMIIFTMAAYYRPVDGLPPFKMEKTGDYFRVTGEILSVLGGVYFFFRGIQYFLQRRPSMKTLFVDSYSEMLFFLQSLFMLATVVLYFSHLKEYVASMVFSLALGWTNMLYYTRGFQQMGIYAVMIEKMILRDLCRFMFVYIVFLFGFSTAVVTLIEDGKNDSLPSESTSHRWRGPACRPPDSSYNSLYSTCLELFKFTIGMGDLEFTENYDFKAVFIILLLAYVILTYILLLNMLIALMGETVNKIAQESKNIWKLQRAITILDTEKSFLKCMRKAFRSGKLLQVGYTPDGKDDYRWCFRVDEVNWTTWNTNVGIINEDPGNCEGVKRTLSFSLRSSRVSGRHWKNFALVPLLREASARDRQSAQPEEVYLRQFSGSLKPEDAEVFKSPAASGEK
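Fluo-8 calcium influx in TRPV1-expressing cells, kinetic read (ex 480/em 520 nm). Compound added and read 3 min for agonist activity, followed by capsaicin at EC20 final and 2 min further read for enhancement.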
uPA surface inh – blocks generation of uPA at the cell surface; AID 540303; Potency, µM (highest dose often 38.3 µM), inactives show top-dose activity change, negative = inhibition, actives largely listed as inhibitors; 330,000 compounds, 0.31% hits; cell surface uPA generation assay, qHTS; active = well fitted inhibition curve with a large enough effect; inconclusive = small, poorly fitted or top-dose-only effect; inactive = no such curve, though single readings can be large or run the other way; tested in mouse RAW 264.7 cells; also: potency is read from the fitted curve at half-maximal effect; % is scaled to controls: 0 for no effect and ±100 for the full control effect; nearly all actives have a fitted effect of over 55% in size
a7 integrin act – integrin-mediated muscular dystrophy alleviation activation; alpha7betagal myoblasts, beta-gal FDG fluorescence, 48 h; Potency, µM (titrated, usually from 38.3 µM), for the others: at the top dose activation, usual class: activators; 350,000 compounds, 0.064% hits; AID 624291;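 also: potency is read from the fitted curve at half-maximal effect; 100% = response of the positive control SU9516; nearly all actives have a fitted effect of over 60% in size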
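alpha7betagal+/- myoblasts (passage 13, 250/well) treated 48 h at 37C with compounds at 1:260 dilution of DMSO stock. Lysed, then beta-galactosidase activity read as FDG fluorescence (ex 480/em 540) after 30 min, with pre-read for autofluorescence.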
p53 reactivator – mutant p53 re-activation in reporter cells. H1299 p53-A138V BP100-luciferase reporter, luminescence, 24 h. Potency, µM (top dose mostly 92.2 µM), inactives show at the highest dose activity change, positive = activation, hits mostly activators. 320,000 compounds, 0.063% hits. AID 504706; also: potency is read from the fitted curve at half-maximal effect; % of control where 0% means no effect; nearly all actives have a fitted effect of over 45% in size
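p53-null H1299 cells stably carrying temperature-sensitive p53-A138V and a BP100-luciferase reporter were pinned with compounds (4-point, 1:5 series) and held 24 hrs at 37 deg C. Luminescence was read 10 min after detection reagent.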
TSG101-PTAP inh – blocks PTAP/TSG101 interaction to inhibit HIV-1 budding | 340,000 tested, under 10 active | Fluorescence polarization, FITC-PTAP peptide / Tsg101 binding | Potency, µM (top dose mostly 115 µM), inactives show at the top dose activity change, negative = inhibition, actives largely listed as inhibitors; active = well fitted inhibition curve with a large enough effect in the main read-out, with a control signal flat, not every such curve was filed as active; inconclusive = small, poorly fitted or top-dose-only effect, or effect the other way, or a change in a side signal; inactive = no such curve, though single readings can be large or run the other way; also: potency is read from the fitted curve at half-maximal effect; % of control where 0% means no effect
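Compounds were pin-transferred onto Tsg101 binding domain (10 uM final) in HEPES pH 7.5 buffer, then FITC-PTAP peptide was added at 50 nM final. After 20 min at RT, polarization reported peptide displacement across a qHTS concentration series.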
ASM inhibitor – human S-ASM enzyme inhibition | P17405 | placental ASM, HMU-PC fluorogenic substrate, 60 min | Potency, µM (titrated, usually from 57.5 µM), inactives show at the highest dose activity change, negative = inhibition, most hits filed as inhibitors | 340,000 compounds, 0.006% hits | AID 504937; also: potency is read from the fitted curve at half-maximal effect
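Fluorogenic HMU-PC substrate (9 uM final) is turned over by placental ASM in 60 min at 37 C after a 10 min compound preincubation. Reaction ended by alkaline stop (pH 10), with fluorescence read at 386/447 nm.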
BRCA1 expr up – activators of BRCA1 expression | MCF7-BRCA1-FFLuc reporter, luminescence, 48 h; response scale: scaled: vehicle 0%, 10 µM genistein 100% | Potency, µM (doses to about 46.1 µM), for inactives: top-dose activation, actives largely listed as activators | 380,000 compounds, 1.1% hits | AID 624202; also: potency is read from the fitted curve at half-maximal effect; nearly all actives have a fitted effect of over 80% in size; some results filed as inactive show a strong effect at the top dose
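48 h compound treatment of MCF7-BRCA1-FFLuc cells (phenol-red free MEM, 37 °C), then 15 min with luciferase substrate and luminescence imaging.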
Starred values were filed as active, the others as inactive; u = inconclusive; x = not tested or not shown. Unless noted, calls follow the shape of the dose curve; as a rule, active = well fitted curve in the direction sought with a large enough effect; inconclusive = small, poorly fitted or top-dose-only effect, or another doubt; inactive = no such curve, though single readings can be large; an effect the other way counts as inactive or inconclusive. An unsorted share of the library; any-hit rate near 2.6%.

SMILES	Eya2 inh	USP2a block	B2AR arrestin	ELG1 genotoxic	TRPV1 ag	uPA surface inh	a7 integrin act	p53 reactivator	TSG101-PTAP inh	ASM inhibitor	BRCA1 expr up
NC(=O)c1cc[n+](Cc2ccccc2Cl)cc1	8%	1%	-0.3%	-2%	-3	2%	-21%	x	-5%	-1%	-17%
Cc1ccc(Nc2nc(CSc3nnc(-c4ccccc4)n3C)cs2)cc1	-13%	-1%	-0.4%	u	0	-5%	-17%	u	-3%	-1%	3.5µM*
O=C(NCCc1ccccc1)C1CCC(=O)N1CCc1ccccc1 (stereo not drawn)	-23%	0%	-0.3%	-2%	-1	2%	-21%	0%	2%	-4%	2%
CCN(CC)S(=O)(=O)c1cccc(C(=O)NC(Cc2c[nH]c3ccccc23)c2nnc3n2CCC3)c1 (stereo not drawn)	-1%	0%	-0.6%	1%	-3	2%	3%	-7%	0%	2%	9%
CCC1(C)Cc2c(C#N)c(N)n(N)c(=S)c2CO1 (stereo not drawn)	-12%	0%	-0.2%	4%	0	-5%	15%	-6%	0%	0%	4%
O=C(NC1CC1)c1nc2c(nnn2Cc2ccccc2Cl)c(=O)[nH]1	4%	0%	-0.2%	0%	2	8%	-21%	0%	-6%	-3%	-1%
Cc1occc1-c1nnc(SCC(=O)N(C)c2ccccc2)n1C	-3%	-8%	0.3%	-7%	-2	2%	0%	-2%	-3%	0%	24%
COc1ccc(OC)c(NC(=O)Nc2cccc(Cn3cccn3)c2)c1	6%	0%	-0.4%	4%	6	7%	-9%	u	-4%	-2%	5%
COc1ccc2c(-c3ccccc3)cc(SC(C)C(N)=O)nc2c1 (stereo not drawn)	-23%	-2%	-0.3%	-6%	u	-8%	0%	-4%	-1%	6%	2%
COc1cc(SC)ccc1C(=O)N(CC(=O)Nc1ccccc1Br)Cc1ccco1	1%	0%	0.2%	-2%	9	-4%	6%	-7%	-6%	6%	-25%
Cc1ccccc1N1C(=O)C2CCCN2C1=S (stereo not drawn)	0%	-1%	-0.9%	1%	2	8%	-37%	-1%	0%	-7%	-15%
CCC(CO)Oc1cc(NC(=O)c2ccc(OC)cc2)c2ncn(C(C)C)c2c1 (stereo not drawn)	12%	4%	3.5%	-8%	x	9%	3%	-4%	-2%	0%	-27%
O=C(NC(=S)NC1CCSC1=O)c1ccc([N+](=O)[O-])cc1 (stereo not drawn)	0%	0%	-0.4%	9%	-3	x	x	21%	x	x	x
CC1(C)Oc2ccc(C(=O)NN)cc2NC1=O	-3%	11%	0.0%	-12%	-10	-4%	-9%	2%	0%	-1%	-13%
O=C(c1ccccc1)c1nc[nH]c1C(=O)Nc1ccccn1	-16%	-1%	0.1%	u	0	-4%	14%	3%	-1%	0%	-5%

Pulled by structure from above (two):
SMILES	Eya2 inh	USP2a block	B2AR arrestin	ELG1 genotoxic	TRPV1 ag	uPA surface inh	a7 integrin act	p53 reactivator	TSG101-PTAP inh	ASM inhibitor	BRCA1 expr up
O=C(NCCc1ccccc1)C1CCC(=O)N1CCc1ccccc1 (stereo not drawn)	-23%	0%	-0.3%	-2%	-1	2%	-21%	0%	2%	-4%	2%
O=C(c1ccccc1)c1nc[nH]c1C(=O)Nc1ccccn1	-16%	-1%	0.1%	u	0	-4%	14%	3%	-1%	0%	-5%

Additional entries follow.
SMILES	Eya2 inh	USP2a block	B2AR arrestin	ELG1 genotoxic	TRPV1 ag	uPA surface inh	a7 integrin act	p53 reactivator	TSG101-PTAP inh	ASM inhibitor	BRCA1 expr up
CCCCn1c(N)c(N(CC(C)C)C(=O)c2cccc(S(=O)(=O)N(C)c3ccc(C)cc3)c2)c(=O)[nH]c1=O	-6%	2%	-0.2%	-9%	1	4%	2%	-2%	0%	x	-26%
Cn1nc(C(=O)OCC(=O)Nc2ccc(C(N)=O)cc2)c2ccccc2c1=O	3%	4%	-0.3%	2%	x	-1%	-29%	5%	-7%	1%	-12%
O=S(=O)(Nc1ccc(-c2csc(-c3ccccc3)n2)cc1)c1ccccc1	1%	-3%	4.3%	4%	9	7%	-15%	3%	-3%	-15%	-55%
Cc1ccc2c(c1)[C@H]1[C@H](CO2)[C@H](c2ccccc2)[C@]2(C)C(=O)Nc3ccc(Br)cc3C(=O)N12	-7%	1%	5.3%	2%	x	u	-29%	3%	-6%	-14%	-52%
CC(C)C(C)(C#N)NC(=O)CSc1nc2scc(-c3ccc(F)cc3)c2c(=O)n1Cc1ccccc1 (stereo not drawn)	-3%	1%	-0.2%	0%	3	9%	14%	-4%	2%	-7%	-21%
C/C(COc1ccccc1)=N\NC(=O)c1nnn(-c2nonc2N)c1CSc1ccccc1	-2%	0%	-0.5%	-1%	19	-18%	-6%	0%	-4%	16%	-17%
O=c1ccc(-c2ccc(S(=O)(=O)Nc3ccc(F)cc3)s2)n[nH]1	1%	-2%	0.1%	5%	2	5%	33%	5%	-2%	-4%	0%
O=C(Nc1nc2ccccc2[nH]1)NC1CCCCC1	1%	0%	-0.6%	2.6µM*	-4	-13%	10%	23%	0%	-1%	23%
CCOC(=O)c1c(-n2cnnn2)sc2c1CCCC2	u	0%	-1.2%	0%	16	-15%	-25%	-4%	-2%	1%	-20%
O=C(Nc1ccc(Cl)cc1Cl)c1ccc2ncsc2c1	9%	5%	-0.1%	u	u	-15%	18%	26%	-1%	5%	u
CCOC1(OCC)N=C(N)C2(C#N)C(c3ccc(NC(C)=O)cc3)C12C#N (stereo not drawn)	-4%	-1%	-3.7%	0%	-2	-1%	10%	4%	-3%	29%	-25%
O=C(Nc1c2c(nn1-c1ccc(F)cc1)CS(=O)(=O)C2)c1ccc(S(=O)(=O)N2CCOCC2)cc1	9%	0%	0.2%	-1%	-4	x	-2%	-2%	2%	4%	-5%
CCC1(CC)NC(=O)N(CC(=O)OCC(=O)c2cc(C)c(C)cc2C)C1=O	6%	4%	-0.4%	-2%	1	26%	-17%	-4%	2%	3%	-18%
COc1ccc(CNC2CCCc3ccccc32)c(OC)c1 (stereo not drawn)	12%	0%	0.1%	-7%	3	0%	-17%	11%	1%	2%	-7%
O=C(CC1C(=O)NCCN1Cc1ccccc1C(F)(F)F)NC1CCCCCC1 (stereo not drawn)	6%	-3%	-0.6%	1%	20	-1%	10%	-11%	-7%	3%	4%
CCCC(CCC(=O)Nc1ccc(C(=O)OC)cc1)C(=O)O (stereo not drawn)	-9%	-1%	-0.8%	1%	1	-3%	15%	5%	-11%	3%	-1%
CC(C)N(C)S(=O)(=O)c1ccc(NC(=O)C2=COCCO2)cc1	-9%	1%	-0.1%	6%	u	-2%	36%	u	-3%	2%	44%
O=C(CCc1ccccc1)NNC(=S)NC(=O)c1ccc(Cl)cc1	-30%	1%	0.1%	0%	3	-1%	-23%	6%	-3%	-2%	-13%
CC(=O)c1cccc(NCC(=O)Nc2cc(S(=O)(=O)N3CCCCC3)ccc2C)c1	2%	0%	0.9%	-11%	-1	-5%	-4%	-10%	1%	-1%	-24%
Cc1ccc(/C=C2/NC(=O)N(c3ccccc3)C2=O)o1	2%	5%	4.9%	u	-3	-9%	18%	14%	2%	9%	7.9µM*
CCOC(=O)C1CCCN(C(=O)/C=C/c2ccc(OC)cc2)C1 (stereo not drawn)	-1%	-7%	0.3%	-1%	3	3%	2%	0%	0%	2%	40%
Cc1ccc(NC(=O)CSc2ccc(-c3ccccn3)nn2)cc1F	6%	0%	-0.2%	u	15	-5%	-32%	6%	-7%	4%	-1%
O=C(c1cccc(F)c1)N1CCN(C(=O)c2cc3ncc(Br)cn3n2)CC1	7%	4%	-0.1%	0%	-1	x	3%	2%	-12%	5%	-7%
N#Cc1ccsc1NC(=O)CN1CCOCC1	11%	1%	-0.5%	0%	2	-2%	u	1%	-3%	-1%	0%
COc1cc(NS(=O)(=O)c2ccc(NC(=S)NC(=O)c3cccs3)cc2)nc(OC)n1	-23%	2%	-0.9%	1%	-2	5%	17%	-22%	-2%	-7%	2%
CCCN(CCC)CCN1C(=O)C2C(C(=O)Nc3ccc(C)cc3)C3C=CC2(O3)C1C(=O)NC1CCCCC1 (stereo not drawn)	-4%	0%	-0.4%	1%	0	-2%	0%	-3%	2%	-3%	-20%
CC(C)(C)c1nn(-c2ccccc2)c2[nH]c(=O)c(CNCc3ccco3)cc12	-3%	-1%	-0.9%	0%	0	-5%	0%	2%	-4%	-2%	-83%
Cc1nnc(SCC(=O)NCc2ccc3c(c2)OCO3)[nH]c1=O	-24%	8%	-0.4%	2%	2	5%	-19%	-4%	-1%	0%	3%
